Compound activity: PubChem, Broad Institute
TcdB inh: inhibitors of Clostridioides difficile toxin B glycohydrolase. P18177. TcdB glycohydrolase enzymatic assay, plate reader. inhibition, % at 9.99 µM. 350,000 tested, 0.24% active. AID 652162; in the data active means inhibition above about 10%
* = called active by the depositor; & = joins results of further samples. These rows are one share of the data. The share of hits here may be higher or lower than overall.

SMILES | TcdB inh
O=C(c1ccccc1F)N1CC(=O)N2[C@H](CO)[C@H](c3ccc(-c4cccnc4)cc3)[C@@H]2C1 | -0.5
CO[C@@H]1CN(C)C(=O)c2ccc(NC(=O)Nc3ccccc3F)cc2OC[C@H](C)NC[C@H]1C | 0.1
C[C@@H]1CN([C@H](C)CO)C(=O)c2cc(NC(=O)Nc3ccc(C(F)(F)F)cc3)ccc2O[C@@H](C)CCCCO[C@@H]1CN(C)Cc1ccc2c(c1)OCO2 | -0.2
C[C@H](CO)N1C[C@H](C)[C@H](CN(C)S(=O)(=O)c2ccc(F)cc2)Oc2ccc(NC(=O)CCCN(C)C)cc2C1=O | 0.7
CCCC(=O)Nc1ccc2c(c1)OC[C@@H](C)N(Cc1cncnc1)C[C@H](C)[C@@H](OC)CN(C)C2=O | 0.2
COC(=O)N1Cc2ccnnc2CC1c1ccccc1-c1ccccc1 (configuration not stated) | 1.7
COc1cccc(-c2cnc3c(c2)C(=O)N([C@H](C)CO)C[C@@H](C)[C@@H](CN(C)C(=O)Nc2c(C)noc2C)O3)c1 | 1.0
CO[C@H]1CN(C)C(=O)c2cc(NS(=O)(=O)CC(F)(F)F)ccc2OC[C@H](C)N(C(=O)c2ccc3c(c2)OCO3)C[C@H]1C | 0.0
O=C(Cc1cccnc1)N1CC2(C1)[C@@H](c1ccccc1)[C@@H](CO)N2C(=O)C1CC1 | -0.9
O=C(C[C@@H]1C[C@H]2c3cc(NC(=O)Nc4ccccc4)ccc3O[C@H]2[C@H](CO)O1)NCc1ccccc1 | 11.6*
COc1ccc2c3c(n(C)c2c1)[C@H](CO)N(C(=O)NC(C)C)CC31CN(Cc2nccs2)C1 | 1.0
COc1ccc(NC(=O)N(C)C[C@H]2Oc3ccc(NS(=O)(=O)c4cccs4)cc3C(=O)N([C@H](C)CO)C[C@H]2C)cc1 | 0.4
CCCc1cn(CC[C@H]2CC[C@H](NC(=O)C3CCCCC3)[C@H](CO)O2)nn1 | -2.2
C[C@H](CO)N1C[C@H](C)[C@@H](CN(C)S(=O)(=O)c2cccc(F)c2)Oc2ncc(C#CC3CC3)cc2C1=O | -0.5
CCCC(=O)Nc1ccc2c(c1)C(=O)N(C)[C@@H]1CC[C@H](CC(=O)Nc3ccccc3)O[C@@H]1CO2 | 1.2
CCS(=O)(=O)N1CC(=O)N2[C@@H](CO)[C@H](c3ccc(-c4ccccc4F)cc3)[C@@H]2C1 | -0.5
Cc1ccc(S(=O)(=O)N[C@H]2CC[C@@H](CCNC(=O)c3ccccc3F)O[C@H]2CO)cc1 | 1.2
Cc1ccc(S(=O)(=O)Nc2ccc3c(c2)C(=O)N([C@@H](C)CO)C[C@@H](C)[C@H](CN(C)S(=O)(=O)c2cn(C)cn2)O3)cc1 | 0.7
O=C(c1cccc(F)c1)N1CCCCN2[C@@H](CO)[C@H](c3ccc(C#CC4(O)CCCC4)cc3)[C@@H]2C1 | -0.5
C[C@H]1CN([C@@H](C)CO)C(=O)c2cc(NC(=O)Nc3ccc(F)cc3)ccc2O[C@@H]1CN(C)Cc1ccc2c(c1)OCO2 | 0.8
C[C@H]1CN([C@@H](C)CO)C(=O)c2cc(NS(C)(=O)=O)ccc2O[C@@H]1CN(C)Cc1ccccc1 | 1.1
COc1cccc(C(=O)Nc2ccc3c(c2)C(=O)N(C)C[C@@H](OC)[C@H](C)CN(C(=O)C2CCC2)[C@H](C)CO3)c1 | -0.3
C[C@@H]1CN([C@@H](C)CO)C(=O)c2ccccc2-c2ccccc2CO[C@@H]1CN(C)S(=O)(=O)CC(F)(F)F | -1.7
CCCN(C)C[C@H]1OCCCC[C@H](C)Oc2ccc(NS(=O)(=O)c3cccs3)cc2C(=O)N([C@H](C)CO)C[C@H]1C | -1.0
CC(=O)Nc1ccc2c(c1)C(=O)N(C)[C@H]1CC[C@H](CC(=O)NCc3ccc(Cl)cc3)O[C@H]1CO2 | -0.9
CN1c2ccc(-c3ccccc3)cc2[C@H]2[C@H](CCN2C(=O)c2cccc(F)c2)[C@H]1CO | -0.9
CCC(=O)N(C)C[C@@H]1Oc2cc(-c3cncnc3)ccc2S(=O)(=O)N([C@@H](C)CO)C[C@H]1C | 0.5
C[C@H]1CN([C@@H](C)CO)S(=O)(=O)c2ccc(C#CC3CC3)cc2O[C@@H]1CN(C)C(=O)c1ccccn1 | -0.2
C[C@@H](NC(=O)C[C@H]1CC[C@@H]2[C@H](COC[C@@H](O)CN2C(=O)Nc2cccc(Cl)c2)O1)c1ccccc1 | 1.5
C[C@H](CO)N1C[C@H](C)[C@@H](CN(C)Cc2ccccn2)Oc2ncc(C#Cc3cccc(F)c3)cc2C1=O | -3.2
O=C(C1CC1)N1CC(=O)N2[C@@H](CO)[C@@H](c3ccc(-c4ccccc4F)cc3)[C@@H]2C1 | 0.6
O=C(C[C@H]1C=C[C@@H](NC(=O)C2CCC2)[C@@H](CO)O1)NC1CCC1 | 0.3
COc1ccc(-c2cn(CC[C@H]3CC[C@@H](NC(=O)NC(C)C)[C@@H](CO)O3)nn2)cc1 | 0.4
COc1ccccc1S(=O)(=O)N[C@H]1CC[C@@H](CCNC(=O)C2CCCC2)O[C@@H]1CO | -4.2
O=C(C[C@H]1C=C[C@H](NS(=O)(=O)c2ccc(F)cc2)[C@@H](CO)O1)NCc1ccncn1 | 0.7
C[C@@H]1CN([C@H](C)CO)S(=O)(=O)c2ccc(C#C[C@@H](C)O)cc2O[C@@H]1CN(C)C(=O)Nc1ccccc1 | -0.3
COc1ccccc1S(=O)(=O)N1C[C@@H]2N[C@H](C1)C2c1ccc(-c2ccc(F)cc2)cc1 (some centres not stated) | 0.3&-0.8
CN(C)C(=O)[C@H]1[C@H](CO)[C@H]2Cn3c(cccc3=O)[C@H]2N1C(=O)C1CCCCC1 | -0.4
COc1ccc(-c2ccc([C@H]3[C@@H](CO)N4CCCCN(C(=O)Cc5ccccc5)C[C@H]34)cc2)cc1 | 0.6
C[C@H](CO)N1C[C@H](C)[C@@H](CN(C)C(=O)c2cccnc2)Oc2ncc(-c3ccc(F)cc3)cc2C1=O | -0.5
CCO[C@H]1OC(C(=O)N2CCCC2)=C[C@@H](c2ccc3c(c2)OCO3)[C@@H]1CCCO | 1.5
COc1ccc(-c2cnc3c(c2)C(=O)N([C@@H](C)CO)C[C@@H](C)[C@H](CN(C)C(=O)Cc2ccccc2)O3)cc1 | -6.4
COc1ccc(CNC(=O)C[C@H]2CC[C@@H](NC(=O)c3cccc(F)c3)[C@@H](CO)O2)cc1 | 0.7
CCCN1C[C@H](C)[C@@H](OC)CN(C)C(=O)c2cc(NC(=O)c3ccccc3F)ccc2OC[C@@H]1C | 1.7
COc1ccccc1S(=O)(=O)N[C@@H]1CC[C@@H](CCn2cc(C3CCCCC3)nn2)O[C@H]1CO | -1.0
C[C@H](CO)N1C[C@H](C)[C@H](CN(C)Cc2ccc(C(=O)Nc3ccccc3N)cc2)Oc2ccc(NC(=O)C3CC3)cc2C1=O | -1.5
C[C@H](CO)N1C[C@H](C)[C@H](CN(C)Cc2ccc(C(=O)O)cc2)Oc2ccc(NS(=O)(=O)c3ccccc3)cc2C1=O | 0.0
Cn1cnc(S(=O)(=O)N2CCCCN3[C@H](CO)[C@@H](c4ccc(-c5ccccc5)cc4)[C@@H]3C2)c1 | 0.5
C[C@H]1CN([C@@H](C)CO)C(=O)c2cc(NC(=O)C3CCCCC3)ccc2O[C@@H]1CN(C)S(=O)(=O)c1cn(C)cn1 | 0.3
C[C@@H]1CCCCO[C@@H](CN(C)S(=O)(=O)c2ccc(F)cc2)[C@H](C)CN([C@H](C)CO)C(=O)c2cc(NS(=O)(=O)c3cn(C)cn3)ccc2O1 | -0.6
C[C@@H]1CN([C@@H](C)CO)S(=O)(=O)c2ccc(-c3ccccc3)cc2O[C@@H]1CN(C)Cc1cncnc1 | -0.4
COC(=O)C[C@@H]1CC[C@H]2[C@H](COc3ccc(NC(=O)c4ccc(C(F)(F)F)cc4)cc3C(=O)N2C)O1 | 0.2
C[C@H](CO)N1C[C@H](C)[C@@H](CN(C)Cc2ccc(Oc3ccccc3)cc2)Oc2c(cccc2N(C)C)C1=O | 0.4
Cc1ccc(-c2cnc3c(c2)C(=O)N([C@@H](C)CO)C[C@H](C)[C@@H](CN(C)Cc2ccccc2F)O3)cc1 | 1.2
COC(=O)[C@@]12C[C@@H](CC(=O)NCc3cccc(C(F)(F)F)c3)C(=O)N(Cc3ccc4c(c3)OCO4)C1=CCC(C)(C)C2 | -0.3
COc1cccc(CNC(=O)[C@H]2CCCN2C(=O)[C@H]2CCCN2C(=O)c2ccc(F)cc2)c1 | -0.2
Cc1noc(C)c1S(=O)(=O)Nc1cccc2c1O[C@H](CN(C)CC1CC1)[C@H](C)CN([C@@H](C)CO)C2=O | -1.8
O=C(N[C@@H]1CC[C@@H](CCn2cc(C3(O)CCCC3)nn2)O[C@@H]1CO)C1CCCCC1 | -1.6
O=C(C[C@H]1CC[C@@H](NC(=O)C2CCC2)[C@@H](CO)O1)NCC1CC1 | -1.6
CC(C)NC(=O)Nc1ccc2c(c1)C(=O)N([C@@H](C)CO)C[C@H](C)[C@H](CN(C)C(=O)Nc1ccccc1)OCCCC[C@H](C)O2 | -0.5

Exported as tab-separated lines: part of the list above
Compound	TcdB inh
O=C(C[C@H]1CC[C@@H](NC(=O)C2CCC2)[C@@H](CO)O1)NCC1CC1	-1.6
CC(C)NC(=O)Nc1ccc2c(c1)C(=O)N([C@@H](C)CO)C[C@H](C)[C@H](CN(C)C(=O)Nc1ccccc1)OCCCC[C@H](C)O2	-0.5

(listing goes on)
SMILES | TcdB inh
O=C(NC1CCCCC1)N1CC2(C1)[C@@H](c1ccccc1)[C@@H](CO)N2S(=O)(=O)Cc1ccccc1 | 0.5
CC(C)CC#Cc1ccc2c(c1)O[C@H](CN(C)Cc1ccccc1F)[C@H](C)CN([C@H](C)CO)S2(=O)=O | -0.2
COCC(=O)Nc1ccc2c(c1)C(=O)N(C)C[C@@H](OC)[C@@H](C)CN(Cc1cncnc1)[C@@H](C)CO2 | -0.2
COc1ccc(S(=O)(=O)N(C)C[C@H]2Oc3ccc(NC(=O)NC(C)C)cc3CC(=O)N([C@@H](C)CO)C[C@H]2C)cc1 | -0.6
O=C(CC(F)(F)F)N1C[C@H]2[C@@H](c3ccccc31)[C@H](CO)N2C(=O)c1cccnc1 | 0.7
C[C@@H]1CN([C@@H](C)CO)C(=O)c2cc(-c3ccccc3F)cnc2O[C@@H]1CN(C)C(=O)C1CC1 | 1.2
N#C[C@H]1N[C@@H](CO)[C@H]1c1ccc(C#CC2CCCC2)cc1 | -2.0
C[C@H]1CN([C@@H](C)CO)C(=O)Cc2cc(NC(=O)CCCCCC(=O)Nc3ccccc3N)ccc2O[C@H]1CN(C)S(C)(=O)=O | 0.4
COC(=O)C[C@@H]1CC[C@H]2[C@@H](COc3ccc(NC(=O)C4CC4)cc3C(=O)N2C)O1 | -1.2
COc1ccccc1-c1cnc2c(c1)C(=O)N([C@@H](C)CO)C[C@@H](C)[C@@H](CN(C)Cc1ccccc1)O2 | -0.4
COc1cccc(C#Cc2ccc3c(c2)O[C@H](CN(C)C)[C@@H](C)CN([C@H](C)CO)S3(=O)=O)c1 | -0.1
CC(C)C#Cc1ccc([C@H]2[C@H](CO)N3CCCCN(C(=O)c4ccc5c(c4)OCO5)C[C@@H]23)cc1 | -0.3
COc1cccc(C#Cc2ccc([C@@H]3[C@H](C#N)N(C(=O)C4CC4)[C@H]3CO)cc2)c1 | 0.7
N#Cc1cccc(-c2ccc3c(c2)[C@H]2[C@H](CCN2Cc2ccc4c(c2)OCO4)[C@@H](CO)N3)c1 | -1.0
O=C(NCC[C@@H]1CC[C@@H](NC(=O)Nc2cc(F)ccc2F)[C@@H](CO)O1)Nc1ccc(Cl)cc1 | -0.1
CCC(=O)N[C@@H]1CC[C@H](CCn2cc(C3CC3)nn2)O[C@@H]1CO | -1.1
CNC[C@@H]1Oc2ncc(-c3ccc(C)cc3)cc2C(=O)N([C@H](C)CO)C[C@H]1C | 0.0
COc1ccc(NC(=O)N(C)C[C@@H]2Oc3ccc(NS(=O)(=O)c4ccc(OC)cc4)cc3CC(=O)N([C@H](C)CO)C[C@H]2C)cc1 | 0.2
COc1ccc2c3c(n(C)c2c1)[C@@H](CO)N(Cc1cccnc1)CC31CN(C(=O)NC(C)C)C1 | -0.5
C/C=C/c1ccc2c(c1)O[C@H](CN(C)Cc1ccc(C(=O)O)cc1)[C@H](C)CN([C@@H](C)CO)S2(=O)=O | -2.0

Copied from the list.
O=C(C[C@H]1CC[C@@H](NC(=O)C2CCC2)[C@@H](CO)O1)NCC1CC1 in TcdB inh → -1.6
C[C@H]1CN([C@@H](C)CO)C(=O)c2cc(NS(C)(=O)=O)ccc2O[C@@H]1CN(C)Cc1ccccc1 in TcdB inh → 1.1
O=C(c1ccccc1F)N1CC(=O)N2[C@H](CO)[C@H](c3ccc(-c4cccnc4)cc3)[C@@H]2C1 in TcdB inh → -0.5
COc1ccccc1S(=O)(=O)N[C@@H]1CC[C@@H](CCn2cc(C3CCCCC3)nn2)O[C@H]1CO in TcdB inh → -1.0
N#Cc1cccc(-c2ccc3c(c2)[C@H]2[C@H](CCN2Cc2ccc4c(c2)OCO4)[C@@H](CO)N3)c1 in TcdB inh → -1.0
COc1cccc(C#Cc2ccc([C@@H]3[C@H](C#N)N(C(=O)C4CC4)[C@H]3CO)cc2)c1 in TcdB inh → 0.7
CC(=O)Nc1ccc2c(c1)C(=O)N(C)[C@H]1CC[C@H](CC(=O)NCc3ccc(Cl)cc3)O[C@H]1CO2 in TcdB inh → -0.9

(next part)
SMILES | TcdB inh
C[C@@H]1CN([C@@H](C)CO)C(=O)c2cccc(NC(=O)C3CC3)c2O[C@@H]1CN(C)C(=O)Nc1ccc2c(c1)OCO2 | -0.1
CC(C)NC(=O)N1CC[C@@H]2[C@@H](CO)N(C)c3ccc(-c4ccc(F)cc4)cc3[C@@H]21 | 11.7*
O=C(CC1CC1)N[C@@H]1CC[C@@H](CCNS(=O)(=O)c2ccc(F)cc2)O[C@@H]1CO | -5.2&0.3
O=C(c1ccccn1)N1CC[C@@H]2[C@H](CO)Nc3ccc(-c4ccc(F)cc4)cc3[C@@H]21 | 2.3
